Assay outcomes as filed in PubChem BioAssay.
SR-BI DiI-HDL act: activators of SR-BI mediated DiI-HDL uptake, primary screen, ldlA[mSR-BI] CHO cells, DiI fluorescence. 3 h; 100 = double the neutral-control signal. hit rate 0.096% among 320,000. activation, % at 12.5 µM. AID 504775, 2011;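 active = mean replicate activation of at least 60% and every replicate at or above 60%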;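 also: 0% = median plate neutral-control signal and 100% = twice that signal; values of inactives mirror those of a sister screen read the other way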
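System: LDL receptor-deficient CHO ldlA cells overexpressing murine SR-BI | Timing: 3 h uptake period with compound, 37 °C | Medium: HEPES-buffered (25 mM, pH 7.4) F12 plus 0.5% BSA | Dosing: Single-point compound dose | Signal: Bottom-read fluorescence, 550/595 nm | Read-out: Retained DiI signal reflecting DiI-HDL uptake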
dFosB activator: activators of delta FosB homodimer, primary screen, biochemical, fluorescence polarization, TAMRA-CDK5 oligo, single point. hit rate 0.99% among 340,000. activation, % at 25 µM. Protein FosB (Mus musculus), P13346. purified delta FosB; percent of positive-control signal above neutral wells;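 active = mean activation above about 17%, with every replicate also reaching it, limit read from the data, passing the limit was not always enough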;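 also: fluorescence polarization rise as delta FosB binds a TAMRA Cdk5 AP-1 oligo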
Target sequence (P13346 whole entry, looked up): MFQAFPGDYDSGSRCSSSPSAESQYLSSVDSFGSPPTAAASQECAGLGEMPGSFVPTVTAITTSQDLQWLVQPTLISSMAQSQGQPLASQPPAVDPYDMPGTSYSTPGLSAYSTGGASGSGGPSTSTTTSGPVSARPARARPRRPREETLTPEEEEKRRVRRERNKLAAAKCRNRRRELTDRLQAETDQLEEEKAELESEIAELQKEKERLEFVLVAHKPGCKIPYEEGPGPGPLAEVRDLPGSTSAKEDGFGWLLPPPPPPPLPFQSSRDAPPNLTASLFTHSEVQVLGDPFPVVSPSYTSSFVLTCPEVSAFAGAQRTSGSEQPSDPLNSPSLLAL
MITF act: activators of MITF-driven TRPM1 promoter reporter, primary screen, cell-based, SK-MEL-5, luciferase, single point; AID 588334, 2011; activation, % at 12.5 µM; hit rate 0.75% among 300,000; SK-MEL-5 TRPM1-promoter luciferase, 24 h; % of positive control, neutral wells = 0;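 active = mean activation of at least 80% with every replicate also reaching 80%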;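 also: 0% = neutral control wells and 100% = parthenolide positive control wells; values of inactives mirror those of a sister screen read the other way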
cardiac RTF act: cardiac RTF calcium sensitivity activators, primary screen, biochemical, IANBD-TnC fluorescence, EC20 calcium | Troponin I, cardiac muscle (Homo sapiens) + Troponin T, cardiac muscle (Homo sapiens) + … | IANBD-labeled TnC RTF fluorescence at EC20 calcium; 0% EC20 calcium, 100% full calcium | activation, % at 7.2 µM | hit rate 0.24% among 340,000 | AID 493008, 2010;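 active = activation above the mean over all tested compounds plus 3 SD, cut at about 30% in these data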;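 also: rise in fluorescence read as greater calcium sensitivity of cardiac thin filaments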
PvdQ acylase: P. aeruginosa PvdQ acylase inhibitors, primary screen, biochemical, fluorescence, plate reader and imaging, single point; PvdQ acylase [Pseudomonas aeruginosa LESB58]; purified PvdQ acylase; inhibition, % at 10 µM; hit rate 0.063% among 340,000; in the data active = inhibition above about 30%, passing the limit was not always enough;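 also: 0% = vehicle neutral wells and 100% = reference inhibitor wells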
CDK5 inh: inhibitors of human CDK5/p35 kinase, primary screen, biochemical, single concentration; Cyclin-dependent kinase 5 (Homo sapiens) + Cyclin-dependent kinase 5 activator 1 (Homo …; Recombinant CDK5/p35, ADP-Glo luminescence, 60 min; inhibition, % at 10 µM; hit rate 0.01% among 330,000; AID 488839, 2010;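 active = highest replicate inhibition of at least 50% and at least 75% of replicates reaching 50%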;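 also: plate controls were DMSO neutral control for no effect and GW8510 at 10 µM for full effect; many of its hits are not listed in these tables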
Rtt109 Vps75: inhibitors of C. albicans Rtt109/Vps75 HAT, primary screen, biochemical, ThioGlo CoA-SH fluorescence, plate reader | purified Rtt109/Vps75, 4 h | hit rate 0.16% among 330,000 | AID 540336, 2011 | inhibition, % at 34.9 µM;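 active = inhibition of at least 50% in every replicate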
Target sequence (Q5AAJ8 whole entry, looked up): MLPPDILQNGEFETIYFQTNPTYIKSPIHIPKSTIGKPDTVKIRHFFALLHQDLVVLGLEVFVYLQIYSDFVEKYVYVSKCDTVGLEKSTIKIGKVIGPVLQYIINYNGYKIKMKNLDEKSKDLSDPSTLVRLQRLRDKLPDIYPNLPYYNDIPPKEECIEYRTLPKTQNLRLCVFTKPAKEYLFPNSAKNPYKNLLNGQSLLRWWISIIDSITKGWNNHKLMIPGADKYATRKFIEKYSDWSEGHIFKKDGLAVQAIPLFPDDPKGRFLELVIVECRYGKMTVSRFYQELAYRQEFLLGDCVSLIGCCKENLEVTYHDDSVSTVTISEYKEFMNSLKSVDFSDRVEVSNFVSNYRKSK
Wnt act: Wnt/beta-catenin pathway activators, primary screen, cell-based, plate reader, single point; Wnt/beta-catenin reporter cell assay, activator; activation, % at 9.35 µM; hit rate 1.2% among 300,000; AID 743398, 2014; in the data active = activation above about 30%, passing the limit was not always enough;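 also: 0% = neutral control wells and 100% = positive control wells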
SR-BI DiI inh: inhibitors of SR-BI mediated HDL lipid uptake, primary screen, ldlA[mSR-BI] cells, fluorescence, single point; ldlA[mSR-BI] CHO cells, DiI-HDL uptake fluorescence, 3 h; inhibition, % at 12.5 µM; hit rate 0.96% among 320,000; AID 488896, 2010;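 active = mean replicate inhibition of at least 70% and a set share of replicates each scoring 70 or more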;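 also: 0% = median of neutral control wells and 100% = median of positive control wells; values of inactives mirror those of a sister screen read the other way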
HTR5A ag ctr: HTR5A agonists in luminescence cell assay, primary screen, counter-screen for OPRM1-OPRD1 heterodimer agonist project, full-deck HTS; cell-based; 5-hydroxytryptamine receptor 5A (Homo sapiens), P47898; activation, % at 9.3 µM; AID 504692, 2011; hit rate 0.61% among 340,000; in the data active = activation mostly above about 9.5%, no sharp cut-off; inactive = mostly below about 7.6%;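 also: 0% = cells with vehicle only and 100% = reference agonist; strong numbers were not always called active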
Target sequence (P47898 whole entry, looked up): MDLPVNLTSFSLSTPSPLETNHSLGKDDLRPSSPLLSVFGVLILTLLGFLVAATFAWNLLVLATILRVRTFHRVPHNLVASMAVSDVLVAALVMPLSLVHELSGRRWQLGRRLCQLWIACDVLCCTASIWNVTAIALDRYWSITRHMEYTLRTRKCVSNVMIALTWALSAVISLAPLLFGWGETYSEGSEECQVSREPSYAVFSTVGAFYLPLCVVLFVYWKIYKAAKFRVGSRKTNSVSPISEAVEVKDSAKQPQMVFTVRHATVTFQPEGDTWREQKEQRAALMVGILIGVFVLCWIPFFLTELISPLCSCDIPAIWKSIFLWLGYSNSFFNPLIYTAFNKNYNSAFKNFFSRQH
The depositor's hits bear a star; · = not tested or not shown.

SMILES	SR-BI DiI-HDL act	dFosB activator	MITF act	cardiac RTF act	PvdQ acylase	CDK5 inh	Rtt109 Vps75	Wnt act	SR-BI DiI inh	HTR5A ag ctr
O=S(=O)(Nc1ccc(S(=O)(=O)N2CCCCCC2)cc1)c1cccs1	28	-1	11	2	5	1.5	·	·	-28	2
Cc1ccc(NS(=O)(=O)c2ccc3c(c2)n(C)c(=O)c(=O)n3C)c(C)c1	22	-7	-5	1	20	2.0	8	-2	-22	2
Cc1ccc(OCCN2C(=O)CSC2=O)cc1	7	-4	·	-2	-9	-1.4	·	-4	-7	0
CC(=O)c1cnc2nc(SCc3ccc(C)cc3)nn2c1C	2	4	·	-4	4	1.8	19	-3	-2	1
COc1ccccc1CC(=O)NC1CC1	7	1	-4	2	-14	0.6	-3	-3	-7	0
Cc1sc2ncn(CC(=O)NCCCC(=O)N3CCN(c4ccccn4)CC3)c(=O)c2c1C	19	-4	6	6	-12	0.1	-10	·	-19	1
COCC1CCCCN1Cc1cn(-c2ccccc2)nc1-c1ccc2c(c1)OCO2 (stereo unspecified)	-6	-6	6	0	-7	0.5	4	0	6	2
CCOC(=O)c1c(NC(C)=O)sc2c(OC)c(Br)ccc12	-29	4	-3	9	-11	-15	1	0	29	10
COc1ccc(-n2nnnc2-c2ccc(S(C)(=O)=O)cc2Cl)cc1	11	-2	-14	3	-14	-0.5	3	1	-11	1
CCOC(=O)c1c(N2C(=O)C=CC2=O)sc(C)c1C	4	-13	-58	-13	-15	2.9	69*	·	-4	1
O=C(NCCS(=O)(=O)N1CCN(c2ccccc2)CC1)c1cccs1	30	-9	-3	2	7	-0.7	16	-3	-30	1
CCn1c(C)nc2cc(C(=O)NNS(=O)(=O)c3ccccc3F)ccc21	-1	-7	4	6	-8	0.0	-21	-2	1	0
CCCN(CC(=O)Nc1ccccc1C)C(=O)c1cn2ccccc2n1	1	-7	0	2	2	0.6	-1	-2	-1	-3
Cc1ccc(S(=O)(=O)NCCc2ccncc2)cc1	17	-6	·	3	-12	-0.5	·	·	-17	2
COc1ccccc1CN1CC(C(=O)NCCc2ccc(Cl)cc2)CC1=O (stereo unspecified)	-32	-6	-2	-3	-9	0.1	-3	2	32	1
Cc1ccc(S(=O)(=O)NNC(=O)Nc2ccc(Cl)cc2)cc1	-2	-4	3	0	1	-1.4	4	-1	2	0
COc1ccc(OCC(=O)Nc2ccc3c(c2)nc(CN2CCN(C(C)=O)CC2)n3C)cc1	-58	-5	-7	5	-2	0.4	1	-4	58	-1
CC(C)(C)c1ccc(C(CC(=O)O)NC(=O)CCCc2ccccc2)cc1 (stereo unspecified)	21	-5	1	6	4	-1.6	-1	-1	-21	3
CS(=O)(=O)N(CC(=O)Nc1ccccc1C(=O)N1CCOCC1)c1cccc(F)c1	·	-4	9	-2	-13	-0.9	-14	0	-4	-7
CN(C1CCCCC1)S(=O)(=O)c1ccc(S(=O)(=O)N2CCN(CCC#N)CC2)cc1	0	0	1	5	-8	-2.0	-18	-1	0	0
CCc1ccc(S(=O)(=O)N/N=C(/C)c2ccncc2)cc1	19	0	-6	3	-1	-0.9	-7	2	-19	8
Cc1cccn2c(=O)nc(SCC(=O)N3CCC(Cc4ccccc4)CC3)nc12	11	-9	-2	0	0	-0.6	-1	-3	-11	4
COc1ccc(C(C(=O)NC2CCCC2)N(C(=O)c2ccoc2C)c2ccc(C)cc2)cc1 (stereo unspecified)	14	-15	10	1	3	2.2	-9	-10	-14	4
c1ccc(-n2cnnc2SCc2cn3ccccc3n2)cc1	-2	0	-1	1	-13	-1.1	-5	·	2	-4
CC(=O)Nc1ccc(S(=O)(=O)NCCC(=O)OC(C)C(=O)NC2(C#N)CCCCC2)cc1 (stereo unspecified)	9	-5	·	-2	-1	-1.1	14	-5	-9	7
CCCNC(=S)NCCN1CCCCC1	18	1	·	8	-6	-2.5	-11	·	-18	-2
COc1ccc([C@@H]2CC=C(C(=O)O)[C@H](c3cccc(Cl)c3)N2S(=O)(=O)c2ccccc2C)cc1	-6	-2	11	2	0	-0.5	8	-2	6	0
CCCCCCN1C2=NCCCN2c2ccccc21	-7	-2	0	8	2	1.9	4	2	7	2
CC(=O)c1cccc(NC(=O)N(c2ccccc2)c2ccccc2)c1	19	3	·	-3	3	0.0	-2	1	-19	0
CCC(Sc1nc2ccccc2s1)C(=O)Nc1nnc(C)s1 (stereo unspecified)	-7	-8	-6	0	-13	0.7	-3	·	7	0
COc1ccc(C2=[N+]([O-])C(C)(C)N(O)C2C)cc1 (stereo unspecified)	15	2	-9	-11	10	1.2	10	0	-15	10
Cc1ccc(NC(=O)NC2C(NC(=O)Nc3ccc(C)cc3)N(C)C(=O)N2C)cc1 (stereo unspecified)	11	3	-5	-7	3	3.4	-9	·	-11	-4
C=C1CCN([C@@H](Cc2ccccc2)C(=O)N2CCOCC2)S(=O)(=O)c2ccccc21	6	-16	-4	-4	-7	-0.1	-6	0	-6	8
COc1cccc(NC(=S)N2CCN(C/C=C/c3ccccc3)CC2)c1	-15	-12	-18	9	-25	0.7	-8	-2	15	4
O=S(=O)(NCCC1=CCCCC1)c1c(Cl)cccc1Cl	4	-1	-4	3	8	0.1	15	4	-4	1
CC(C)NC(=O)Cn1c(SCC(=O)N2CCCCCC2)nc2ccccc21	-25	-2	-13	5	-8	-0.8	0	1	25	·
CCN(Cc1ccncc1)Cc1cn[nH]c1-c1ccc(OC)cc1F	9	-5	-10	0	-12	-1.7	0	0	-9	2
CC(=O)Nc1ccc(S(=O)(=O)NCc2nnnn2-c2ccc(F)cc2)cc1	8	0	3	1	-14	0.9	-2	-1	-8	5
Cc1cccc(C)c1NC(=O)CSc1ccc([N+](=O)[O-])cn1	22	1	-4	-2	2	0.3	-6	-1	-22	4
CC(C)(C)OC(=O)N1CCCN(C(=O)c2ccc(Cl)cc2)CC1	-8	-9	3	-1	-13	-0.7	3	5	8	-2
COc1ccc(CS(=O)/C(Cl)=C(/Cl)C(=O)Nc2ccc(OC)nc2)cc1 (stereo unspecified)	-41	-12	-98	·	-6	-1.7	18	·	41	·
Oc1ccccc1N=Cc1sc2ccccc2c1Cl	13	0	-7	-7	-1	1.6	7	·	-13	2
Nc1nccc(-c2ccc(-n3cccc3)cc2)n1	4	0	24	8	-7	1.1	0	23	-4	-2
CS/C(N)=N/N=C/c1cc(Br)cc(Br)c1O	-10	3	25	-6	8	-1.1	-10	1	10	3
NC(=S)N/N=C/c1cn(-c2ccccc2)nc1-c1cccnc1	-29	0	46	-3	4	-0.1	-2	11	29	0
COC(=O)N/N=C1/C/C(=N\NC(=O)OC)c2ccccc21	-2	-16	-43	3	-10	-7.2	-2	·	2	-4
O=C(COC(=O)COc1ccccc1)Nc1cccnc1Cl	15	1	9	0	-14	1.0	5	-1	-15	-3
O=C(O)c1sc2cc(C(F)(F)F)cnc2c1-c1cccs1	26	-7	4	·	6	-0.7	11	0	-26	·
CCOC(=O)C1CCN(C(C(=O)NC2CCCCC2)c2ccc(OC)cc2)CC1 (stereo unspecified)	25	-7	2	-3	-14	-0.8	5	-7	-25	0
O=C(COC(=O)c1ccc(O)cc1)Nc1ccccc1	24	0	1	1	7	-0.1	6	4	-24	-3
CC[C@]12c3[nH]c4cc(CCC(=O)N(C)C)ccc4c3CCN1C(=O)[C@@H](CC(=O)NCc1ccc(OC)c(OC)c1)C[C@@H]2C(=O)N1CCN(C(=O)c2ccco2)CC1	2	-11	0	-5	6	1.6	8	0	-2	1
COc1ccccc1NC(=O)N1CCCC1C(=O)Nc1ccc2c(c1)OCO2 (stereo unspecified)	24	-2	-2	-4	0	0.3	-4	0	-24	7
O=C(O)c1ccccc1C=NNc1ccc([N+](=O)[O-])cn1	3	-6	1	-6	-1	-1.0	9	3	-3	-2
CCOC(=O)CSc1nnc(CNC(=O)c2cccs2)n1-c1cc(C)ccc1C	6	4	-7	-2	1	-2.1	-11	·	-6	0
COC(=O)N1N=C(c2ccccc2)CC1(O)C(F)(F)F (stereo unspecified)	9	-13	69	-3	-7	-0.8	3	25	-9	10
COc1cc(OC)cc(C(=O)NNC(=O)c2ccc3c(c2)OCCO3)c1	-2	11	13	-1	-12	0.2	0	0	2	-2
O=C1/C(=C/c2ccc(N3CCCC3)cc2)NC(=S)N1C1CC1	-68	-3	55	56*	5	3.7	-3	·	68	-1
CN1CCN(C2Cc3ccc(F)cc3Sc3cc(F)c(Cl)cc32)CC1 (stereo unspecified)	14	10	·	1	-10	1.7	-5	0	-14	10
O=[N+]([O-])c1ccc(OS(=O)(=O)Cc2ccccc2)cc1	7	7	0	-8	-14	2.3	1	-5	-7	1
Cc1c(N=C/C=C/c2ccccc2)c(=O)n(-c2ccccc2)n1C	0	0	-1	2	-8	0.8	8	·	0	2

Copied from the list:
In Wnt act, COc1ccccc1NC(=O)N1CCCC1C(=O)Nc1ccc2c(c1)OCO2 (stereo unspecified) has 0
In CDK5 inh, O=C(O)c1ccccc1C=NNc1ccc([N+](=O)[O-])cn1 has -1.0

Molecules shown so far containing a nitro group on carbon, in the order listed:
SMILES	SR-BI DiI-HDL act	dFosB activator	MITF act	cardiac RTF act	PvdQ acylase	CDK5 inh	Rtt109 Vps75	Wnt act	SR-BI DiI inh	HTR5A ag ctr
Cc1cccc(C)c1NC(=O)CSc1ccc([N+](=O)[O-])cn1	22	1	-4	-2	2	0.3	-6	-1	-22	4
O=C(O)c1ccccc1C=NNc1ccc([N+](=O)[O-])cn1	3	-6	1	-6	-1	-1.0	9	3	-3	-2
O=[N+]([O-])c1ccc(OS(=O)(=O)Cc2ccccc2)cc1	7	7	0	-8	-14	2.3	1	-5	-7	1

More structures:
SMILES	SR-BI DiI-HDL act	dFosB activator	MITF act	cardiac RTF act	PvdQ acylase	CDK5 inh	Rtt109 Vps75	Wnt act	SR-BI DiI inh	HTR5A ag ctr
CSc1c(CC(=O)Nc2ccccc2)n(Cc2ccccc2)c2ccccc12	-13	-3	-4	3	-8	1.1	-2	0	13	-2
Cc1ccc(-c2cc(C(=O)N/N=C/c3c[nH]c4ccccc34)n[nH]2)o1	-16	-3	0	-5	10	2.6	·	4	16	3
COc1ccc(NC(=O)C2CC(=O)N(Cc3ccc(C)cc3)C2)cc1S(=O)(=O)N1CCCCC1 (stereo unspecified)	3	-9	2	1	-16	-4.2	-1	3	-3	-3
CN(CC(=O)Nc1ccccc1Cl)C(=O)c1cccc(-n2cccc2)c1	9	-5	0	-2	-5	-0.3	0	-4	-9	-1

Rows are unselected; overall some 4.4% were active at least once.
